PLK1 PBD block = inhibitors of human PLK1 polo-box domain binding | P53350 | Plk1 PBD binding of FITC phosphopeptide, fluorescence polarization | Potency, µM, for the others: max response, negative = inhibition, hits mostly inhibitors | 2.8% of 360,000 active; also: potency is read from the fitted curve at half-maximal effect; series mostly up to about 57 µM; % is scaled to controls: 0 for no effect and ±100 for the full control effect; nearly all actives have a fitted effect of over 65% in size
IL-2 act = activators of IL-2. IL-2 activation reporter assay, cell-based qHTS; stimulated with anti-CD3/CD4/CD28 beads; in transgenic mouse T cells. activation, % (series mostly up to about 46 µM). 0.065% of 360,000 active. AID 652025; in the data active = activation above about 50%; inconclusive = mostly about 30% to 49%; also: 0% is about no effect
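Readout: EGFP and DsRed signals by fluorescent plate cytometry. Unstimulated transgenic mouse T cells received compound 60 min before antibody-bead stimulation, then incubated 18 h at 37 degrees C.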
EPAC1 antag = antagonists of human EPAC1 | EPAC1 GEF assay, Rap1b-BODIPY-GDP exchange fluorescence | Potency, µM (titrated, usually from 115 µM), without a hit: top-dose activity change, negative = inhibition, actives largely listed as inhibitors | 0.14% of 360,000 active | AID 720709;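 also: potency is read from the fitted curve at half-maximal effect; plate controls were vehicle for no effect and positive control for full effect; nearly all actives have a fitted effect of over 50% in size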
Target sequence (O95398 whole entry, looked up): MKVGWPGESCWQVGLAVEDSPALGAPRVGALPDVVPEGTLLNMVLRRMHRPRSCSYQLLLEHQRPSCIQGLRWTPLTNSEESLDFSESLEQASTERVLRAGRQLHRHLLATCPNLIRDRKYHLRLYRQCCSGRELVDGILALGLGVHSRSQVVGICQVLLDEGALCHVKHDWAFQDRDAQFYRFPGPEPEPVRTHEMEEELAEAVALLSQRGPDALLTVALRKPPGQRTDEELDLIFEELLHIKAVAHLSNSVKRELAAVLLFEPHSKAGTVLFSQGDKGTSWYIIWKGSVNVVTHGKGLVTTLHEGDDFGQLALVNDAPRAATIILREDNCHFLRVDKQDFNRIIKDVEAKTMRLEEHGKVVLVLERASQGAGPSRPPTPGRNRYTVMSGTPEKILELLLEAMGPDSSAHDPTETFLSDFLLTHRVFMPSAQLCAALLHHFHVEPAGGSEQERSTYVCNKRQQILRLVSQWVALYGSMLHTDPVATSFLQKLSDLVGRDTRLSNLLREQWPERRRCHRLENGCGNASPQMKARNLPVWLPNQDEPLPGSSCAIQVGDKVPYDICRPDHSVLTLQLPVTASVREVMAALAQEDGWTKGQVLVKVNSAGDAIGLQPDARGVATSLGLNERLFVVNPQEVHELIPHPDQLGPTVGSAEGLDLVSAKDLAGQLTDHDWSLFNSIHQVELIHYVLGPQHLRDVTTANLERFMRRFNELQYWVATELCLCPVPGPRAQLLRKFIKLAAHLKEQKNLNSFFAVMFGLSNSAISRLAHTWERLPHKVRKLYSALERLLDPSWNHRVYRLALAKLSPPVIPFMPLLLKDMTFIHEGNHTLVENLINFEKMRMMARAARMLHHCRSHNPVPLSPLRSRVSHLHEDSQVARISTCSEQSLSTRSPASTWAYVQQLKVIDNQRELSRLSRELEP
FUS yeast rescue = FUS proteinopathy suppression in yeast; S. cerevisiae FUS-expressing, growth rescue, OD600, 24 h; Potency, µM (top dose mostly 76.6 µM), inactives show top-dose growth rescue (activation), usual class: activators; 0.24% of 390,000 active;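 also: potency is read from the fitted curve at half-maximal effect; plate controls were DMSO vehicle for no effect and reference control for full effect; nearly all actives have a fitted effect of over 55% in size; some results filed as inactive show a strong effect at the top dose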
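Steps: raffinose overnight preculture; dilution to OD 0.005 in 2% galactose minimal medium; compound addition (concentration series); 24hr at 30C, 99% humidity; absorbance read at 600 nm.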
WRN helicase inh = blocks human WRN helicase | WRN helicase unwinding, fluorescent forked duplex, kinetic | Potency, µM (doses to about 114 µM), for the others: at the highest dose activity change, negative = inhibition, usual class: inhibitors | 0.46% of 360,000 active; also: potency is read from the fitted curve at half-maximal effect; % is scaled to controls: 0 for no effect and ±100 for the full control effect; nearly all actives have a fitted effect of over 55% in size
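Kinetic red-fluorescence monitoring (525/598 nm) tracks WRN helicase activity after 100 nM fluorophore-quencher forked duplex and 2 mM ATP are added to 20 nM enzyme pretreated 15 min at room temperature with compound.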
EPAC1 ag = EPAC1 (human) agonism; O95398; EPAC1 agonist qHTS, biochemical assay; response scale: 100% = response to 6.5 mM cAMP; Potency, µM (titrated, usually from 154 µM), inactives show at the highest dose activation, hits mostly activators; AID 720707; 0.073% of 360,000 active; also: potency is read from the fitted curve at half-maximal effect; nearly all actives have a fitted effect of over 60% in size
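Fluorescent GDP-exchange assay: 100 nM EPAC1 with 250 nM Rap1B preloaded with BODIPY-GDP and 50 uM GDP; compounds tested as concentration series, 5 min at room temperature, then read every 5 min for 30 min (ex 480/em 540 nm); normalized to 6.5 mM cAMP.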
Abeta yeast res = restores growth of yeast expressing A-beta42 peptide. 0.063% of 410,000 active. Potency, µM (highest dose often 46.1 µM), for inactives: at the highest dose growth rescue, actives largely listed as activators. AID 1347071. yeast expressing A-beta42, growth rescue, OD600, 48 h; response scale: 0% DMSO, 100% iron-clioquinol control; also: potency is read from the fitted curve at half-maximal effect; nearly all actives have a fitted effect of over 55% in size
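Yeast A-beta toxicity model in growth medium with pinned compounds, 48 h at 30 C; growth read as absorbance at 600 nm. Normalized to FeCl3/clioquinol equimolar mix (positive) and DMSO (negative).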
PI5P4Ka inh = PI5P4K alpha (human) kinase inhibition | P48426 | PI5P4Kalpha enzyme, ADP-Glo luminescence, 60 min; hits give low values | 1.2% of 330,000 active | max response, %; active = max response of -50% or lower; inconclusive = between -30% and -50%; inactive = -30% or higher; also: value at the top dose of about 77 µM; % is scaled to controls: 0 for no effect and ±100 for the full control effect
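Single end-point luminescence (ADP-Glo) quantified ADP from PI5P4Kalpha turnover; ATP 5 microM final, 1 h at RT, 0.1% CHAPS and 0.28 mM EGTA in HEPES pH 7.4.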
The depositor's hits bear a star; ? = inconclusive; nt = no result given; [ ] = remark or other dose. Unless noted, calls follow the shape of the dose curve; as a rule, active = well fitted curve in the direction sought with a large enough effect; inconclusive = small, poorly fitted or top-dose-only effect, or another doubt; inactive = no such curve, though single readings can be large; an effect the other way counts as inactive or inconclusive. No enrichment for hits; any-hit rate near 4.1%.

| SMILES | PLK1 PBD block | IL-2 act | EPAC1 antag | FUS yeast rescue | WRN helicase inh | EPAC1 ag | Abeta yeast res | PI5P4Ka inh |
| --- | --- | --- | --- | --- | --- | --- | --- | --- |
| CCCCN(CCCC)CC(O)COc1ccccc1C(=O)Nc1ccccc1 (stereo not given) | 0% | -0.9 | -2% | 4% | -8% | -15% | 7% | 3 |
| O=C(c1cc2cc(F)ccc2[nH]1)N1CCN(C(=O)c2ccco2)CC1 | -9% | 0.4 | -1% | 4% | -4% | -5% | nt | -10 |
| CCOC(=O)c1ccc(S(=O)(=O)NC2CCCCCCC2)n1C | -8% | 6.8 | -3% | -16% | -18% | 12% | -6%[9.22 µM] | 11 |
| O=[N+]([O-])c1cccc(COc2ccc(CN3CCCCC3)cc2)c1 | -8% | 1.2 | -1% | -10% | -7% | -21% | -17% | -7 |
| O=C(CCN=C1NS(=O)(=O)c2ccccc21)NCc1ccccc1F | 3% | -0.1 | 1% | -2% | -20% | 7% | -8% | 7 |
| Cc1ccc(S(=O)(=O)c2nc(-c3ccccc3)oc2SCC(=O)NCC2CCCO2)cc1 (stereo not given) | -18% | 0.1 | -11% | 12% | -25% | -4% | 2% | 3 |
| O=C(CNC(=O)c1cccc(OC(F)F)c1)OCC(=O)c1ccccc1 | -1% | 2.0 | -22% | 14% | 0%[57.1 µM] | 3% | 22% | 0 |
| Cc1cc(C(=O)Nc2c(F)cc(F)cc2Br)cs1 | -3% | 0.5 | 20% | 8% | 15% | -5% | -13% | 3 |
| CC1CCCN(CCCNS(=O)(=O)c2ccc3c(c2)CCN3C(=O)C2CC2)C1 (stereo not given) | -5% | 3.8 | 14% | 11% | -3% | 4% | 6% | -1 |
| COc1ccc2c(CC(=O)OCC(=O)Nc3cccc(S(N)(=O)=O)c3)coc2c1 | 5% | -2.0 | -3% | -8% | -2% | -5% | 3% | 4 |
| COc1ccccc1NC(=O)c1ccccc1SC | -5% | 0.1 | -8% | 1% | 3% | -7% | 9% | 4 |
| CC(C)C[C@H](NC(=O)N1CCn2c1nc1ccccc12)C(=O)N[C@@H](Cc1ccccc1)C(=O)O | 8% | -0.3 | -6% | 22% | -3% | 5% | 8% | 6 |
| CCn1c(=O)cc(OCC(=O)N(C)c2ccccc2F)c2ccccc21 | -15% | -0.7 | -11% | 2% | 0% | 7% | -12% | 0 |
| Cc1cccc(CS(=O)(=O)c2ncc(Cl)c(C(=O)Nc3c(C)cccc3C)n2)c1 | 19µM* | -3.6 | 10% | ? | -8% | -9% | -64%[inhibitor] | -6 |
| Cc1cccc(-c2cc(C(=O)Nc3c(C)n(C)n(-c4ccccc4)c3=O)c3ccccc3n2)c1 | 0% | 2.0 | -4% | 25% | -2% | -6% | 10% | -9 |
| CC(C)CNC(=O)NC(=O)COC(=O)c1ccccc1Sc1ccc(C(F)(F)F)cc1[N+](=O)[O-] | 5% | 0.0 | -6% | nt | -1% | 1% | 0% | 15 |
| COc1ccc(C(=O)NCC(=O)OCc2ccc(F)cc2)cc1 | -13% | 6.7 | 3% | 6% | -2% | 3% | -13% | -3 |
| Cn1nc(C(=O)NCc2ccc(F)cc2)c2c1-c1ccccc1S(=O)(=O)C2 | ? | 2.1 | 13% | ? | -1% | 12% | -4% | -2 |
| CN(C)C(CNC(=O)c1cc2ccccc2o1)c1ccccc1 (stereo not given) | -9% | -0.3 | -1% | nt | 7% | 5% | -15% | 0 |
| COc1cccc(N2CCN(C(=O)CN3C(=O)NC(C)(c4ccc5ccccc5c4)C3=O)CC2)c1 (stereo not given) | 6% | 0.2 | -12% | 35% | -1% | 12% | 8% | 4 |

Brought forward from above: 6 entries, followed by the next part.
| SMILES | PLK1 PBD block | IL-2 act | EPAC1 antag | FUS yeast rescue | WRN helicase inh | EPAC1 ag | Abeta yeast res | PI5P4Ka inh |
| --- | --- | --- | --- | --- | --- | --- | --- | --- |
| Cc1cccc(-c2cc(C(=O)Nc3c(C)n(C)n(-c4ccccc4)c3=O)c3ccccc3n2)c1 | 0% | 2.0 | -4% | 25% | -2% | -6% | 10% | -9 |
| CC(C)CNC(=O)NC(=O)COC(=O)c1ccccc1Sc1ccc(C(F)(F)F)cc1[N+](=O)[O-] | 5% | 0.0 | -6% | nt | -1% | 1% | 0% | 15 |
| COc1ccc(C(=O)NCC(=O)OCc2ccc(F)cc2)cc1 | -13% | 6.7 | 3% | 6% | -2% | 3% | -13% | -3 |
| Cn1nc(C(=O)NCc2ccc(F)cc2)c2c1-c1ccccc1S(=O)(=O)C2 | ? | 2.1 | 13% | ? | -1% | 12% | -4% | -2 |
| CN(C)C(CNC(=O)c1cc2ccccc2o1)c1ccccc1 (stereo not given) | -9% | -0.3 | -1% | nt | 7% | 5% | -15% | 0 |
| COc1cccc(N2CCN(C(=O)CN3C(=O)NC(C)(c4ccc5ccccc5c4)C3=O)CC2)c1 (stereo not given) | 6% | 0.2 | -12% | 35% | -1% | 12% | 8% | 4 |
| CCCCCC(=O)Nc1cc(S(=O)(=O)N2CCOCC2)ccc1N1CCCCC1 | -3% | -2.7 | -11% | 19% | -6% | -4% | 10% | 5 |
| COc1cccc(NC(=O)C2Cc3ccccc3CN2C(=O)c2ccco2)c1 (stereo not given) | -18% | 0.0 | 27% | 30% | -4% | 15% | 0% | -30 |
| CCOC(=O)c1c(CC(C)C)csc1NC(=O)COC(=O)C1=NNC(=O)CC1 | 1% | -4.0 | 7% | -1% | -2% | -14% | ? | 0 |
| CCOc1ccc(N(CC(=O)NCC2CCCO2)C(=O)CCC(=O)Nc2nccs2)cc1 (stereo not given) | -4% | -0.4 | 12% | 20% | -3% | -1% | 7% | 1 |
| COc1ccc(CCSc2nnc(C3CCCCC3)n2N)cc1 | -18% | -0.3 | -9% | -3% | 5% | 8% | -1% | -5 |
| CC(O)(c1cccc(F)c1)c1nc(-c2cccc(C(F)(F)F)c2)cs1 (stereo not given) | -2% | -0.5 | -17% | 16% | -4% | -10% | -84%[inhibitor] | 20 |
| C=CCNCc1ccc(C(=O)NCCCCCCC)cc1[N+](=O)[O-] | -5% | -0.2 | 8% | 31% | 0% | 6% | 0% | -29 |
| CSc1cccc(NC(=O)CNC(=O)c2ccc3c(c2)OCO3)c1 | -5% | -0.1 | -6% | 17% | -5% | 0% | 2% | -6 |
| CC1CCCCC12NC(=O)N(CC(=O)NCCc1ccc(S(N)(=O)=O)cc1)C2=O (stereo not given) | -9% | 0.2 | -11% | -1% | 8% | 5% | -6% | -5 |
| CCN(CC)c1ccc(NC(=O)COC(=O)C2CCN(c3ccc(C(F)(F)F)cn3)CC2)cc1 | -10% | -2.5 | -24% | 36% | -6% | 9% | -7% | 1 |

Complete entries from above. Order of screens: PLK1 PBD block | IL-2 act | EPAC1 antag | FUS yeast rescue | WRN helicase inh | EPAC1 ag | Abeta yeast res | PI5P4Ka inh
COc1ccccc1NC(=O)c1ccccc1SC is listed as -5% | 0.1 | -8% | 1% | 3% | -7% | 9% | 4
COc1cccc(NC(=O)C2Cc3ccccc3CN2C(=O)c2ccco2)c1 (stereo not given) is listed as -18% | 0.0 | 27% | 30% | -4% | 15% | 0% | -30
O=C(CCN=C1NS(=O)(=O)c2ccccc21)NCc1ccccc1F is listed as 3% | -0.1 | 1% | -2% | -20% | 7% | -8% | 7
CC(C)C[C@H](NC(=O)N1CCn2c1nc1ccccc12)C(=O)N[C@@H](Cc1ccccc1)C(=O)O is listed as 8% | -0.3 | -6% | 22% | -3% | 5% | 8% | 6

Next section
Values run as follows: PLK1 PBD block | IL-2 act | EPAC1 antag | FUS yeast rescue | WRN helicase inh | EPAC1 ag | Abeta yeast res | PI5P4Ka inh
> COc1ccc(C)c2sc(N(CCN(C)C)C(=O)c3ccc(S(=O)(=O)N(C)c4ccccc4)cc3)nc12
 : 0% | 1.5 | -7% | -25% | -4% | 1% | 0% | 8
> O=C1N=C(N2CCc3ccccc3C2)S/C1=C\c1cccc(O)c1
 : -14% | -1.7 | 3% | nt | -4% | 5% | 9% | -13
> CC(C)Cn1cnc2c(=O)oc3ccccc3c21
 : -6% | 0.8 | -7% | -8% | 3% | 8% | 12% | -7
> CC1C(=O)C(C)C(c2ccco2)NC1c1ccco1 (stereo not given)
 : -2% | -1.5 | 3% | -21% | 1%[57.1 µM] | 0% | 4% | nt
> CCOC(=O)N(O)c1ccc(C=Cc2ccccc2)cc1
 : 0% | -4.8 | -5% | nt | ? | -9% | -14% | -28
> CN(Cc1ccccc1)C(=O)c1cn(C)c2ccc(S(=O)(=O)N3CCCC3)cc2c1=O
 : 2% | -0.7 | 7% | 2% | -4% | -13% | -1% | 0
> COc1ccc(F)cc1S(=O)(=O)n1cnc2ccccc21
 : -10% | -0.1 | 9% | -11% | 1% | 12% | -6% | 1
> COc1ccc(OC)c(S(=O)(=O)NCCO)c1
 : -1% | -1.8 | 0% | -17% | -1% | 6% | 2% | 0
> O=C(O)C1(C(=O)O)CCC2(CCCCC2)CC1
 : 2% | 0.3 | 0% | -11% | 11% | -8% | -4% | -6
> CC(Oc1ccc(Cl)cc1Cl)C(=O)OCC(=O)c1c(N)n(C)c(=O)n(C)c1=O (stereo not given)
 : -2% | -2.0 | -10% | nt | 3% | -7% | 5% | 0
> COc1ccc(-c2cc(C)no2)cc1S(=O)(=O)N1CCCN(Cc2ccc(F)cc2)C1
 : -15% | 6.2 | -7% | 7% | -6%[57.1 µM] | 10% | 19% | 1
> COc1ccc(C(=O)Nc2cc3c(cc2Cl)OCCCO3)cc1
 : -4% | 0.1 | 4% | 1% | 1% | 1% | -1% | -6
> Cc1cc2nc(-c3ccc(SCC(=O)N4CCOCC4)nc3)[nH]c2cc1C
 : 0% | -3.5 | 2% | 43% | -20% | -8% | -1% | nt
> COc1ccc(COc2cc(-c3cccc(OC)c3)nc3ccc(NC(=O)c4ccc(Cl)cc4)cc23)cc1
 : -11% | -0.3 | -5% | 24% | 3% | -4% | 12% | -2
